Screening results (PubChem)
CHRM4 agonist: CHRM4 agonism in calcium assay; P08173; CHO-K1 hM4/Gqi5, Fluo-8 calcium fluorescence; vehicle 0%, full acetylcholine response 100%; activation, % at 3 µM; 360,000 compounds, 0.14% hits; AID 624127;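 active = activation above the run mean over all test wells plus 3 SD, cut at about 32% in these data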;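 also: peak over basal fluorescence ratio per well then scaled between controls; 0% = DMSO wells and 100% = acetylcholine at EC100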
CHRM4 PAM: CHRM4 positive allosteric modulation. AID 624126. activation, % at 3 µM. CHO-K1 hM4/Gqi5, Fluo-8 calcium fluorescence, ACh EC20; 0% = ACh EC20, 100% = maximal ACh. P08173. 360,000 compounds, 0.4% hits;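 active = activation above its plate's cutoff, the mean activation of sample wells plus 3 SD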; also: some results filed as inactive read as strong as hits
CHRM5 agonist: CHRM5 agonism in calcium assay | P08912 | AID 624037 | activation, % at 3 µM | CHO-K1 hM5 cells, Fluo-8 calcium fluorescence; 0% DMSO wells, 100% maximal acetylcholine response | 360,000 compounds, 0.19% hits;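 active = activation above the run's mean over test compounds plus 3 SD, cut at about 23% in these data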;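 also: signal is peak over basal fluorescence ratio across the kinetic read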
Target sequence (P08912 whole entry, looked up): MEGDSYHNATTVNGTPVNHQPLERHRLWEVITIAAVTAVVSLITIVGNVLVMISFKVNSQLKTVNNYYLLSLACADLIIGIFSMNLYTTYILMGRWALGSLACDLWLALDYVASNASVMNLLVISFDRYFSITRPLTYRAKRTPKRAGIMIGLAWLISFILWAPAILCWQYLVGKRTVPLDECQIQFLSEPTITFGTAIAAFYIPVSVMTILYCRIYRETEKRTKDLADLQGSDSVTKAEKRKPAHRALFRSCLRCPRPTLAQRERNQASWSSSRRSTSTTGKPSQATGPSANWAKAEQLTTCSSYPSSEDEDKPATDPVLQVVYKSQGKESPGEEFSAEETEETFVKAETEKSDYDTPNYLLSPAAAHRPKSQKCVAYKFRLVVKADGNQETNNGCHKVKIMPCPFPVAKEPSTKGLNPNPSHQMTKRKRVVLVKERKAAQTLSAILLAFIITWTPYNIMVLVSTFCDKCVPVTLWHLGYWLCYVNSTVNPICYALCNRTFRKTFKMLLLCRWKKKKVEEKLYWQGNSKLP
M4 antag: antagonists of human muscarinic M4 receptor (CHRM4); inhibition, % at 3 µM; P08173; 360,000 compounds, 0.73% hits; CHO-hM4 cells, ACh EC80, Fluo-8 calcium fluorescence; AID 624125;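 active = inhibition above its plate's cutoff, the mean inhibition of sample wells plus 3 SD, cut at about 27% in these data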;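 also: 0% = acetylcholine EC80 with DMSO and 100% = DMSO without agonist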
CHRM5 PAM: CHRM5 positive allosteric modulation; 360,000 compounds, 0.3% hits; activation, % at 3 µM; AID 624038; CHO-K1 hM5, Fluo-8 calcium, ACh EC20 PAM; 0% = ACh EC20, 100% = ACh EC100; P08912;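 active = activation above the run cutoff, the mean activation of all test compounds plus 3 SD, cut at about 18% in these data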
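Probe or stimulus: acetylcholine, EC20 level; Assay system: human M5 receptor in CHO-K1 cells; Schedule: compound preincubation 140 s before EC20 acetylcholine addition; Technique: intracellular calcium via Fluo-8 fluorescence; Dosing: single-point, 3 µM nominal; Read-out basis: percent activation from peak-over-basal fluorescence ratio, scaled EC20-to-EC100 acetylcholine; Repeats: one well per compound, no replicates.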
CHRM5 antagonist: CHRM5 antagonism in calcium assay | P08912 | CHO-hM5 cells, Fluo-8 calcium fluorescence, ACh EC80 | inhibition, % at 3 µM | 360,000 compounds, 0.59% hits;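 active = inhibition above a per-plate cutoff, the mean of that plate's test compounds plus 3 SD, cut at about 27% in these data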;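 also: 0% = acetylcholine EC80 with DMSO and 100% = DMSO without agonist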
CHRM1 PAM: potentiates human M1 receptor response to acetylcholine | CHO-K1 hM1, Fluo-8 calcium fluorescence, ACh EC20; 0% = ACh EC20, 100% = maximal ACh | AID 588819 | activation, % at 3 µM | 360,000 compounds, 0.088% hits; in the data active = activation above about 19%, passing the limit was not always enough
Target sequence (P11229 whole entry, looked up): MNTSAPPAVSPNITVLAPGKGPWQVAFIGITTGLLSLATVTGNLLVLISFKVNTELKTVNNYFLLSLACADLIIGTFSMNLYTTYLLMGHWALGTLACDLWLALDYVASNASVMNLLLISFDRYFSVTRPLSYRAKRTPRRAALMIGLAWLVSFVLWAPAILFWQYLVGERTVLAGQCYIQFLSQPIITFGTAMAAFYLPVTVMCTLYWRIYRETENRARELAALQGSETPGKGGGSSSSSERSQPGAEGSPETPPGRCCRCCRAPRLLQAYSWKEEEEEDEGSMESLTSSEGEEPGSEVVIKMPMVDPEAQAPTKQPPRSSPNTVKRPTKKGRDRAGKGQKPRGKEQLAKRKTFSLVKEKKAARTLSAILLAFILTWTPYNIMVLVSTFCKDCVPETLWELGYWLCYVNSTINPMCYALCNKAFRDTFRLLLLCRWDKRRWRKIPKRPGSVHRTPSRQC
M1 antag: blocks human M1 muscarinic receptor | P11229 | CHO-K1 hM1, Fluo-8 calcium fluorescence, ACh EC80 antagonist | inhibition, % at 3 µM | 360,000 compounds, 1.3% hits | AID 588852;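 active = percent inhibition above its own plate's cutoff, namely the mean of that plate's compound wells plus 3 SD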;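 also: peak over basal fluorescence ratio during 140 s after agonist addition; 0% = ACh EC80 plus DMSO and 100% = DMSO alone without agonist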
CRFR2-BP ag: agonists of human CRF-binding protein/CRF-R2 receptor complex; 350,000 compounds, 0.46% hits; activation, % at 13.2 µM; HEK293 CRF-R2/CRF-BP, calcium dye fluorescence (FLIPR); percent of saturating CRF peptide response;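 active = activation of at least 50%, plus an integration ratio under a set limit after plate pattern correction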;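 also: plate controls were neutral control wells without compound for no effect and CRF at EC100 for full effect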
Starred values were filed as active, the others as inactive; nt = not tested or not shown.

CHRM4 agonist	CHRM4 PAM	CHRM5 agonist	M4 antag	CHRM5 PAM	CHRM5 antagonist	CHRM1 PAM	M1 antag	CRFR2-BP ag	structure
0	-7	-3	-4	-1	-1	2	1	-0.2	O=C(NC1CCCC1)C1CCC(CNS(=O)(=O)c2cccs2)CC1 (stereo unspecified)
3	1	3	11	-1	-3	-18	29	2.3	O=C(COC(=O)CNC(=O)C12CC3CC(CC(C3)C1)C2)Nc1ccccc1
0	-3	-2	-5	-8	-1	7	-4	0.9	Nc1nc(CN2CCCCCC2)nc(Nc2ccc(F)cc2)n1
-2	-4	2	2	0	0	0	0	3.4	Cc1cc(C)n(-c2nc3ccccc3nc2NCCc2ccccc2)n1
0	5	1	7	-1	2	9	-8	2.7	CSc1nc(C)cc(/C=C\c2ccccc2)c1C#N
1	2	1	1	3	0	-2	-16	-0.9	O=C1CC(N2CCOCC2)C(=O)N1Cc1ccc(N2CCCC2=O)cc1 (stereo unspecified)
0	-3	4	9	7	-2	-2	14	-0.8	Clc1ccc(C2=NN(c3ccccc3)C(c3ccco3)C2)cc1 (stereo unspecified)
4	4	-2	-8	-7	0	2	-6	0.3	Cc1ccc(SCC(=O)Nc2ccccc2C(=O)N2CCOCC2)cc1
2	9	3	-4	3	1	4	-6	-2.1	CC1CCCC(NC(=O)COC(=O)c2ccc3ncsc3c2)C1C (stereo unspecified)
1	-1	-4	0	14	-6	17	-15	-0.4	CN(C)C(=O)N(CCCN1CCOCC1)Cc1cccc2ccccc12
1	4	-4	-6	2	-5	-8	1	3.3	CC(C)CN(CCNC(=O)CC1Oc2ccccc2NC1=O)CC(C)C (stereo unspecified)
1	6	-1	-12	-4	5	6	-2	2.3	N#Cc1cccc(NS(=O)(=O)c2ccccc2Cl)c1
0	22	2	12	-1	9	14	-4	-1.2	Cc1ccc(/C=N/NC(=O)Cn2nccc2C)o1
3	4	0	1	-5	0	4	-21	-0.3	Cc1ccc(S(=O)(=O)NCC(=O)N(CC(=O)NCc2ccco2)Cc2ccc3c(c2)OCO3)cc1
0	-4	-3	1	4	5	0	-1	-0.2	CCN(CC(=O)Nc1ccc2c(c1)OCCO2)C(=O)C1CC(=O)N(c2ccc(OC)cc2OC)C1 (stereo unspecified)
-1	-15	-2	-1	-12	21	4	-1	1.1	COc1cccc(N2CC(=O)N(NC(=O)c3sc4nc(C)cc(C)c4c3N)CC2=O)c1
2	14	0	-2	6	2	6	-4	-0.8	Cc1cccc(C)c1NC(=O)CNC(=O)c1c(C)nn(-c2ccccc2)c1C
1	6	-3	6	2	6	0	0	-1.0	CCC(=O)Nc1cc2nn(-c3ccccc3)nc2cc1Cl
14	-6	2	11	8	1	7	-26	15	CN(C)CCCN(C(=O)COc1ccc(Cl)cc1)c1nc2ccc(F)cc2s1
14	-9	5	11	-6	6	-9	15	nt	c1ccc(OCCNc2ccn3nc(-c4cccs4)cc3n2)cc1
0	-4	0	-2	-4	4	4	-10	0.7	Cc1noc(C(=O)N2CCN(Cc3ccc4c(c3)OCO4)CC2)c1Cl
7	12	-16	-14	3	6	14	7	0.0	CC1CC(C)(C)NC(=S)N1CCC(=O)NCc1ccc(F)cc1 (stereo unspecified)
0	4	0	-7	-3	-5	7	-10	-0.7	COc1ccc(C(CC(=O)c2ccc3c(c2)OCO3)C(=O)O)cc1OC (stereo unspecified)
0	4	-3	-12	-6	2	8	-14	2.2	O=C(Cc1nnc(NC(=O)Nc2ccc(F)cc2)s1)NCc1ccccc1
10	0	26*	-4	-28	8	-6	22	60*	Cc1cnc(NC(=O)CSc2ncc(-c3ccccc3)n2Cc2ccco2)s1
0	3	1	-1	3	-8	3	-5	19	CC12CCC(C)(c3nc4ccccc4nc31)C2(C)C
5	-1	2	2	-6	7	6	-6	-4.9	COc1cc(CC(=O)OCC(=O)Nc2cccc([N+](=O)[O-])c2)cc(OC)c1OC
1	-2	-6	-1	5	-8	4	-2	-5.1	Cc1onc(-c2ccccc2)c1C(=O)N/N=C/c1cccs1
1	9	-2	3	0	1	4	2	0.7	O=C(CNC(=O)C(c1ccccc1)c1ccccc1)N/N=C/c1ccc(O)c([N+](=O)[O-])c1
0	4	1	-2	-2	-3	5	-5	2.2	CN(C)S(=O)(=O)c1ccc(N2CCCC2=O)c([N+](=O)[O-])c1
0	-3	0	12	-4	-4	0	7	5.1	CC(C)C(=O)Nc1cccc(COc2ccc(CN(Cc3ccccc3)C(=O)OC(C)(C)C)cc2)c1
5	-8	-4	-6	-4	3	-11	5	1.2	OCC1(Cc2cccc(F)c2)CCN(Cc2ccc3cccc(F)c3n2)CC1
1	-4	-5	7	-5	-5	2	-7	-0.5	Cc1ccc(N(C(=O)c2ccc3c(c2)OCO3)C2C=CS(=O)(=O)C2)cc1C (stereo unspecified)
2	0	-3	0	-1	6	8	-6	0.0	COc1cc(N)c(Cl)cc1C(=O)OCC(=O)N1CCCC1
1	5	-3	-8	-2	12	5	-8	-3.7	CCCc1nn2c(-c3ccccc3)nnc2o1
0	4	0	0	-2	5	-6	2	-1.6	O=C(CNC(=O)c1ccccc1)NCC(=O)OCC(=O)c1ccc([N+](=O)[O-])cc1
-2	7	-2	-4	2	-4	4	1	0.8	CCc1nnc(NC(=O)CSc2nnc(-c3c[nH]c4ccccc34)n2C)s1
-1	1	2	4	5	10	3	-5	0.5	CC(C)NCC(=O)Nc1c2c(nc3ccccc13)CCC2
1	-5	2	6	-3	4	8	8	5.2	Cc1ccc(NC(=O)C2CCN(S(C)(=O)=O)CC2)cc1C
2	5	-3	-4	-4	7	4	-5	2.4	Cc1ccc(NC(=S)N(CCCN2CCOCC2)Cc2ccco2)cc1
2	8	-2	-10	3	-1	10	-12	9.0	Cc1cc(N2C(=O)C(O)=C(C(=O)c3cc4ccccc4o3)C2c2cccc(Br)c2)no1 (stereo unspecified)
1	-1	1	-6	-1	2	6	-36	-0.7	Cc1cc(C)cc(-n2cnc3cc(C(=O)O)ccc32)c1
0	-5	-6	-4	1	-3	1	4	-4.9	O=[N+]([O-])c1ccc(CP(=O)(c2ccccc2)c2ccccc2)cc1
7	-1	-3	-14	-7	4	-7	2	0.0	COc1ccc(CCNC(=O)c2cc3c(=O)n4ccccc4nc3n(CC3CCCO3)c2=N)cc1 (stereo unspecified)
8	0	-2	-1	3	7	3	-3	-2.1	CC(C)(C)OC(=O)N1CCC(CC2CC(c3ccccc3)=NO2)(C(=O)NCc2ccccc2)CC1 (stereo unspecified)

Of the compounds above, two have a cyano group.
CHRM4 agonist	CHRM4 PAM	CHRM5 agonist	M4 antag	CHRM5 PAM	CHRM5 antagonist	CHRM1 PAM	M1 antag	CRFR2-BP ag	structure
0	5	1	7	-1	2	9	-8	2.7	CSc1nc(C)cc(/C=C\c2ccccc2)c1C#N
1	6	-1	-12	-4	5	6	-2	2.3	N#Cc1cccc(NS(=O)(=O)c2ccccc2Cl)c1

New compounds follow
CHRM4 agonist	CHRM4 PAM	CHRM5 agonist	M4 antag	CHRM5 PAM	CHRM5 antagonist	CHRM1 PAM	M1 antag	CRFR2-BP ag	structure
0	2	2	3	-3	13	7	-1	1.6	O=C(CN1CCN(C(=O)C2CCC2)CC1)Nc1ccc(F)cc1
-1	-21	-18	1	-7	9	-24	35*	-4.6	O=C(c1ccccc1)C(Nc1ccccn1)c1ccccc1 (stereo unspecified)
0	-8	-1	-11	9	-2	13	-5	4.8	CCn1c(=NC(=O)C2COc3ccccc3O2)sc2c(C)ccc(OC)c21 (stereo unspecified)
4	-7	-3	-2	-11	-5	1	-8	0.1	Cn1c(=O)c2c(ncn2CC(O)CNc2ccc(Cl)cc2)n(C)c1=O (stereo unspecified)
2	10	1	6	2	1	nt	nt	nt	CC(C)(C)NC(=O)C1c2ccccc2OCC(=O)N1CCc1ccccc1 (stereo unspecified)
1	14	-6	-3	-9	15	11	-8	-0.4	O=C(O)c1cccc2c1C(=O)c1ccc(-c3ccc(OC(F)(F)F)cc3)cc1S2(=O)=O
3	16	3	-2	6	6	15	-25	-1.6	Cn1c(N)c(C(=O)COC(=O)CNC(=O)c2ccccc2F)c(=O)n(C)c1=O
1	1	0	-4	8	-3	11	-3	-1.2	CC1CCC(NC(=O)C(C)N2C(=O)C3CCCCC3C2=O)CC1 (stereo unspecified)
-1	14	2	-1	4	0	8	-10	-0.6	Cc1cc(Nc2ccccc2)n(C(=O)c2ccc(Cl)cc2)n1
0	-3	-3	-7	1	7	0	0	2.0	C[C@H](CO)N1C[C@H](C)[C@H](CN(C)S(=O)(=O)c2cn(C)cn2)Oc2ccc(NC(=O)Nc3ccc(C(F)(F)F)cc3)cc2CC1=O
5	19	1	-3	7	7	4	2	8.9	CC(C)c1nnc(SCC(=O)NC(C)(C)C)n1C
2	2	1	4	-6	-1	5	-18	0.4	O=c1cc(-c2ccccc2)[nH]c2nc3ccccc3n12
2	6	-2	-4	4	-10	-4	3	0.4	Cc1cccc2[nH]c(SCC(=O)N3CCOCC3)nc12
3	-3	0	0	-2	1	5	-2	-1.0	CC1CCN(C(=O)CCCN2C(=O)c3cccnc3Oc3ccc(Cl)cc32)CC1
1	5	-6	-6	-4	-1	-4	-3	-0.6	CCn1ccnc1CN(C)C(=O)CCc1nnc(CCC2CCCCC2)o1
11	-1	-1	3	-5	4	0	-1	-1.1	O=C(Nc1ccc(NC(=O)c2cccs2)c(Cl)c1)c1cccs1
2	2	-4	3	-7	18	1	2	-0.2	O=C(Nc1cccc(S(=O)(=O)N2CCOCC2)c1)C1=NN(c2ccccc2)C(=O)CC1
3	4	1	4	8	-2	11	-17	8.7	C[C@]12c3[nH]c4ccc(Cl)cc4c3CCN1C(=O)[C@@H](CC(=O)NCC13CC4CC(CC(C4)C1)C3)C[C@@H]2C(=O)N1CCOCC1
1	11	-1	9	16	3	2	-3	-2.5	CCOC(=O)c1c(C)oc2c(CN3CCN(C)CC3)c(Br)c(OC)c(O)c12
1	0	5	-2	-3	6	12	-13	-3.3	O=C(CSc1nnc(NC(=O)c2ccccc2F)s1)NCC1CCCO1 (stereo unspecified)
1	7	-5	-1	-8	4	nt	nt	nt	O=C1NC[C@H](CCCCN2C[C@H](Cc3ccccc3)N(CCc3ccc(O)cc3)C(=O)C2=O)N(CC2CCCCC2)C1=O
-1	-6	-12	4	-1	-2	-19	15	-0.2	CCCCN1C(=N)N([C@@H](CCC)CN2CCC[C@H]2CN2C(N)=NC[C@@H]2Cc2ccccc2)C[C@H]1[C@H](C)CC
6	-5	-1	-7	-4	0	2	3	-0.3	COc1ccc(CC(=O)Nc2ccccc2N2CCCC2)cc1OC
1	-2	-8	6	3	5	-7	1	-6.5	CN(C)C(CNC(=O)c1oc2ccccc2c1CSc1ncn[nH]1)c1ccco1 (stereo unspecified)
0	4	-2	-1	6	-6	9	-11	-0.3	CC(C)CN1CCN(Cc2cccc3nccnc23)CC1CCO (stereo unspecified)
3	0	4	9	4	-2	11	-7	-0.3	O=C(CS(=O)(=O)Cc1ccccc1)Nc1nc2ccccc2s1
